Bioassay records (PubChem)
CAL PDZ FP-1: blocks peptide binding to the human CAL PDZ domain; purified CAL PDZ, TMR-peptide fluorescence polarization, 1 h; inhibition, % at 24.9 µM; 300,000 compounds, 0.92% hits; AID 602252;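 active = mean inhibition of at least 30% with at least half of replicates also reaching 30%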;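 note: 0% = DMSO neutral control and 100% = excess unlabeled competitor peptide PRC23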
RTF Ca sens inh: cardiac RTF calcium desensitization; inhibition, % at 7.15 µM; IANBD-labeled cardiac RTF, Ca2+ fluorescence; P19429+P45379; 340,000 compounds, 0.12% hits;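 active = inhibition above the mean inhibition of all tested compounds plus 3 SD, cut at about 17% in these data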;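 note: assay run at fixed EC70 calcium of 1.6 mM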
DAGLB inh: diacylglycerol lipase beta (human) inhibition. Q8NCG7. HEK293T DAGLB membrane lysate, EnzChek fluorogenic substrate. inhibition, % at 5.17 µM. 340,000 compounds, 0.059% hits. AID 504411; in the data active = inhibition above about 34%;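 note: 0% = enzyme with vehicle and 100% = wells lacking enzyme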
RTF Ca sens act: increases calcium sensitivity of human cardiac regulated thin filaments. P19429+P45379. IANBD-labeled TnC RTF fluorescence at EC20 calcium; 0% EC20 calcium, 100% full calcium. activation, % at 7.2 µM. 340,000 compounds, 0.24% hits. AID 493008;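 active = activation above the mean over all tested compounds plus 3 SD, cut at about 30% in these data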;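 note: rise in fluorescence read as greater calcium sensitivity of cardiac thin filaments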
LANA DNA inh: inhibitors of KSHV LANA C-terminal domain DNA binding | inhibition, % at 9 µM | AID 504423 | 340,000 compounds, 0.078% hits | MBP-C-LANA/FAM-LBS DNA binding, fluorescence polarization;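 active = highest replicate inhibition at or above 60% at 9 µM, even if other replicates fall short; inactive = all replicates below 60% inhibition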;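 note: 0% = neutral control wells and 100% = 4 µM acridine orange control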
Keap1-Nrf2 PPI: disrupts human Keap1 binding to Nrf2 peptide | Q14145 | Keap1 Kelch-Nrf2 peptide fluorescence polarization, 1536-well | inhibition, % at 9.4 µM | 340,000 compounds, 0.15% hits; in the data active = inhibition above about 12%;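 note: human Keap1 Kelch domain with fluorescein labeled Nrf2 9mer peptide probe; 0% = neutral control wells and 100% = peptide positive control; higher means more block of Keap1 binding to Nrf2 peptide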
Target sequence (Q14145 whole entry, looked up, the tested form may be a part): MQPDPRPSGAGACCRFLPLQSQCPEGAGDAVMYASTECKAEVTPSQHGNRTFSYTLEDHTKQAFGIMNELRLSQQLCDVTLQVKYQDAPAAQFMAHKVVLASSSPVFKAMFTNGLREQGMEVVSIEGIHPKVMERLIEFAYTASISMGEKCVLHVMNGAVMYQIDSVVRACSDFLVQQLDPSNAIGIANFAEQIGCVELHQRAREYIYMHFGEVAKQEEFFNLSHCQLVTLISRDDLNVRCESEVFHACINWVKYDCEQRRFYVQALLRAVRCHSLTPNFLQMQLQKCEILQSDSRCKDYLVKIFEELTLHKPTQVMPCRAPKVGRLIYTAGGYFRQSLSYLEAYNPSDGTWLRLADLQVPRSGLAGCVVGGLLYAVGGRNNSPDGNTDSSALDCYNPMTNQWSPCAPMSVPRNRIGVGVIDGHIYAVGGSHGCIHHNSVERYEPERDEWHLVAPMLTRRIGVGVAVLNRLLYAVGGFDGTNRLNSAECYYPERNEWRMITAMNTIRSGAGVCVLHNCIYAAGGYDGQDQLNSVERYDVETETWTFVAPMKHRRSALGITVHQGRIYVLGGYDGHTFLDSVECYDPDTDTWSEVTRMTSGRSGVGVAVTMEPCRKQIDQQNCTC
Rtt109 HAT inh: blocks Candida albicans Rtt109/Vps75 acetyltransferase activity; inhibition, % at 34.9 µM; AID 540336; 330,000 compounds, 0.16% hits; Q5AAJ8; purified Rtt109/Vps75, ThioGlo CoA-SH fluorescence, 4 h;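 active = inhibition of at least 50% in every replicate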
Target sequence (Q5AAJ8 whole entry, looked up): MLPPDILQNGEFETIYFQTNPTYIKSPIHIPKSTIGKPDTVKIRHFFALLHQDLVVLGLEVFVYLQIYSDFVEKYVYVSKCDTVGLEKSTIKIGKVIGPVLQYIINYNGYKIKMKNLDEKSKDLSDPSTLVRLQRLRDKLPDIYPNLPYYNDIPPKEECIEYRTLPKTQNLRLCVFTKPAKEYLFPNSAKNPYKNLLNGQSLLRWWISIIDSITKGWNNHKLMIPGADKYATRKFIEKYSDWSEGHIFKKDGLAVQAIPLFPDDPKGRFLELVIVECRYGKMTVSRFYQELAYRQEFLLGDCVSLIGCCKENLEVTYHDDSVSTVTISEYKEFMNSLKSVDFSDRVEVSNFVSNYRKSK
PKA-R2B act: activates the human PKA-R2B holoenzyme complex; 340,000 compounds, 0.079% hits; PKA-R2B holoenzyme dissociation, Cy5-IP20 fluorescence polarization; R2B truncated from residue 108, S112A mutant; 0% DMSO only, 100% 113 µM cGMP; AID 504700; activation, % at 11.4 µM; P22694+P31323;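 active = activation above a cutoff set at the mean over all compounds plus 3 SD, cut at about 18% in these data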;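 note: higher means more holoenzyme dissociation and a rise in polarization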
CAL PDZ FP-2: inhibitors of human CAL PDZ peptide binding | purified CAL PDZ, TMR-peptide fluorescence polarization, 1 h | inhibition, % at 20 µM | 330,000 compounds, 0.02% hits | AID 504414;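 active = highest replicate inhibition of at least 40%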;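 note: plate controls were DMSO neutral control wells for no effect and unlabeled competitor peptide control wells for full effect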
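material = purified tagged CAL PDZ domain construct (CerCALP) | buffer or medium = sodium phosphate/NaCl buffer pH 7.4 with TCEP, IgG, Thesit | reagent = TMR-labelled reporter peptide T*-PRC34 bound in PDZ groove | incubation = 1 h room-temperature incubation prior to read | measured by = fluorescence polarization (mP) | evaluation = percent inhibition from loss of millipolarization | control set = unlabelled peptide and DMSO controls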
SR-BI DiI-HDL act: SR-BI HDL lipid transfer activation; CHO ldlA[mSR-BI] cells, DiI-HDL uptake fluorescence, 3 h; 100 = double the neutral-control signal; 320,000 compounds, 0.096% hits; AID 504775; activation, % at 12.5 µM;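 active = mean replicate activation of at least 60% and every replicate at or above 60%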;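 note: 0% = median plate neutral-control signal and 100% = twice that signal; values of inactives mirror those of a sister screen read the other way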
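Test system: SR-BI-overexpressing, LDLR-lacking CHO cells; Medium: Ham's F12 with 0.5% BSA, HEPES 25 mM, pH 7.4; Schedule: 3 h, 37 °C; Technique: bottom-read fluorescence, 550/595 nm.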
An asterisk follows results filed as active; / = not tested or not shown.

Order of values: Keap1-Nrf2 PPI	DAGLB inh	LANA DNA inh	PKA-R2B act	CAL PDZ FP-1	Rtt109 HAT inh	CAL PDZ FP-2	RTF Ca sens inh	SR-BI DiI-HDL act	RTF Ca sens act
- COc1cccc(C(C)N(C)Cc2nc(COc3ccccc3)no2)c1 (centres undefined)
    1.2	-9.1	0.7	-11.3	-2.4	-1.5	-0.9	-0.6	/	-3.7
- Cc1ccccc1NC(=S)NNc1ncc(C(F)(F)F)cc1Cl
    -0.5	0.2	-0.8	8.1	/	12.9	-0.3	-3.3	15.7	3.6
- Nc1nnc(CC(=O)N/N=C\c2ccc(-c3cccc(Cl)c3)o2)s1
    -1.0	-1.4	-1.8	-8.6	-8.4	-6.5	-3.5	-4.1	/	-2.1
- CCCNC(=S)Nc1c(C)n(C)n(-c2ccccc2)c1=O
    -4.5	-1.3	3.0	0.9	0.9	2.8	-3.4	3.5	12.7	0.9
- N#CCC(=O)NNc1c([N+](=O)[O-])cc(C(F)(F)F)cc1[N+](=O)[O-]
    -5.5	/	1.1	/	/	3.8	0.1	/	-1.1	/
- COc1ccc(S(=O)(=O)NC(CCSC)C(=O)NC2CCCCC2)cc1 (centres undefined)
    -4.2	-2.5	0.2	4.0	-2.3	-5.8	-0.5	-4.1	9.1	-0.7
- CCOC(=O)N1CCN(C(=O)CN(c2ccc3c(c2)OCO3)S(C)(=O)=O)CC1
    2.5	-1.7	0.1	-3.6	-3.5	-5.0	-2.4	-9.5	30.0	5.2
- CC(SCc1ccccc1)C(=O)Nc1ccccc1Br (centres undefined)
    -3.9	-10.7	-1.5	-10.7	7.4	-5.0	-3.6	-5.8	-4.3	4.7
- CCC(C)(C(=O)NC1CCCCC1)N(CC1CCCO1)C(=O)CNC(=O)c1ccccc1 (centres undefined)
    4.5	-2.2	1.8	-2.4	0.0	-3.8	-1.8	6.8	-16.4	3.9
- CC(=O)Nc1cccc(-c2csc(NCc3ccccc3)n2)c1
    -1.3	1.5	-2.1	-4.0	-0.6	-12.3	-1.4	-6.6	-25.5	-2.7
- CCC/C(O)=C1\C(=O)CCCC1=NCCCCCC(=O)O
    -1.1	-3.4	1.0	-1.8	-2.3	7.0	0.3	3.5	1.7	-1.0
- C[C@H](NC(=O)NCc1cccs1)C(=O)O
    -4.2	0.1	-0.9	-1.3	/	0.7	-2.2	-7.5	-5.4	1.1
- COc1ccc(N2CCN(C(=O)CN3C(=O)COc4ccccc43)CC2)cc1
    -2.1	0.2	-0.8	0.3	-3.0	0.5	-1.7	-5.5	0.8	-2.3
- CCOc1cc(C2NC(=O)NC2=O)ccc1O (centres undefined)
    -2.4	-2.2	-0.4	-6.8	/	10.7	0.3	-13.2	/	-4.6
- O=C(c1nc[nH]c1C(=O)N1CCN(c2ccccc2)CC1)N1CCN(c2ccccc2)CC1
    -1.5	-1.4	0.2	-1.0	-4.3	5.5	0.7	-7.4	5.3	-3.2
- CC(=O)Nc1ccc(NC(=O)c2ccc(NS(=O)(=O)c3cc(C(C)(C)C)ccc3C)cc2)cc1
    -5.6	1.8	-0.9	-9.7	-3.9	0.3	-2.2	-1.0	-4.2	-3.0
- Cc1[nH]c2ccc(Br)cc2c(=O)c1CN1CCCCCC1
    -3.0	-4.8	-3.0	5.0	-3.6	-0.3	-1.7	-0.5	23.2	-1.2
- Cc1ccc(C(=O)NC(=S)NCc2ccco2)cc1
    -6.4	-4.6	-0.5	7.3	-8.3	7.3	-2.9	-3.5	2.0	-4.2
- CCN(CC)CCNC(=O)CCCCCn1c(=O)[nH]c2cc(C(=O)OC)ccc2c1=O
    0.9	-1.3	-0.9	-3.3	-2.4	31.5	-4.3	3.2	38.3	-4.6
- Cc1cc(C)nc(SCCN2CCOCC2)n1
    -0.8	0.2	-0.6	-1.3	1.0	-18.7	-1.2	-14.5	-0.6	2.8

Reprinted from the part before: 6 compounds, then new ones.
Order of values: Keap1-Nrf2 PPI	DAGLB inh	LANA DNA inh	PKA-R2B act	CAL PDZ FP-1	Rtt109 HAT inh	CAL PDZ FP-2	RTF Ca sens inh	SR-BI DiI-HDL act	RTF Ca sens act
- O=C(c1nc[nH]c1C(=O)N1CCN(c2ccccc2)CC1)N1CCN(c2ccccc2)CC1
    -1.5	-1.4	0.2	-1.0	-4.3	5.5	0.7	-7.4	5.3	-3.2
- CC(=O)Nc1ccc(NC(=O)c2ccc(NS(=O)(=O)c3cc(C(C)(C)C)ccc3C)cc2)cc1
    -5.6	1.8	-0.9	-9.7	-3.9	0.3	-2.2	-1.0	-4.2	-3.0
- Cc1[nH]c2ccc(Br)cc2c(=O)c1CN1CCCCCC1
    -3.0	-4.8	-3.0	5.0	-3.6	-0.3	-1.7	-0.5	23.2	-1.2
- Cc1ccc(C(=O)NC(=S)NCc2ccco2)cc1
    -6.4	-4.6	-0.5	7.3	-8.3	7.3	-2.9	-3.5	2.0	-4.2
- CCN(CC)CCNC(=O)CCCCCn1c(=O)[nH]c2cc(C(=O)OC)ccc2c1=O
    0.9	-1.3	-0.9	-3.3	-2.4	31.5	-4.3	3.2	38.3	-4.6
- Cc1cc(C)nc(SCCN2CCOCC2)n1
    -0.8	0.2	-0.6	-1.3	1.0	-18.7	-1.2	-14.5	-0.6	2.8
- Cc1nc2sc(C(c3ccc(Cl)cc3)N3CCOCC3)c(O)n2n1 (centres undefined)
    -1.1	-1.1	-0.1	-0.8	-2.5	1.3	/	8.1	14.3	-8.0
- NC(=O)CNC(=O)[C@@H]1CC2(CC(c3ccc(Cl)cc3)=NO2)CN1C(=O)c1ccc(Br)cc1 (some centres undefined)
    -0.9	-0.7	-1.6	-8.1	-1.3	-4.5	-0.4	2.1	5.0	0.4
- Cc1cn2c(=O)c(C(=O)N3CCN(c4ccccc4Cl)CC3)cnc2s1
    2.3	0.2	0.7	-9.1	-3.4	-1.0	-2.4	-4.2	10.3	-5.2
- COc1ccc2cc(C(=O)N3CCN(Cc4ccc5c(c4)OCO5)CC3)[nH]c2c1
    -1.6	4.6	0.6	-8.8	1.4	-6.5	-1.6	0.7	8.3	1.6
- O=C1CCCc2c1[nH]c1ccc(CN3CCCCC3)cc21
    -4.7	0.6	3.0	-2.6	-1.6	4.7	0.1	-4.1	21.5	0.5
- O=C(NCc1ccc(N2CCCC2=O)cc1)C1CCC(=O)N(Cc2ccccc2F)C1 (centres undefined)
    -5.4	1.6	1.8	-3.0	-3.3	-9.4	-0.6	-6.2	1.8	-5.3
- Cc1nn(-c2ccc(Cl)cc2Cl)c(=O)c2ccccc12
    4.1	0.6	1.6	13.7	-2.3	-1.5	-2.4	-4.3	-26.8	1.6
- CC(=O)C1=C(c2ccccc2)NC(=O)NC1c1ccc2c(c1)OCO2 (centres undefined)
    -0.4	-5.5	-0.2	6.2	/	4.7	-2.2	-9.7	-1.0	2.5
- COCc1c(C(=O)N2CCN(c3ccc(C(F)(F)F)cn3)CC2)oc2ccccc12
    1.4	-4.5	0.6	-2.8	-4.2	0.7	-0.8	-10.8	11.5	1.5
- CCc1ccccc1N1CSC2=C(C#N)C(c3cc(OC)c(OC)cc3OC)CC(=O)N2C1 (centres undefined)
    -0.7	-0.6	1.3	-7.7	-5.6	4.5	-1.2	-4.9	-30.7	0.3
- CCCCNC(=S)Nc1ccc(OC)nc1
    12.1*	-0.3	16.1	1.8	-6.9	-14.9	-2.4	-13.8	22.1	2.7
- Cc1ccc(S(=O)(=O)NCCC(=O)N(C)Cc2cccs2)cc1
    -3.0	-0.2	-1.5	-7.7	-3.1	-6.7	0.0	0.2	9.2	-6.7
- CC(NCC(c1ccco1)N1CCCCC1)C(=O)NC1CCCC1 (centres undefined)
    -1.1	1.2	0.6	8.1	15.3	16.3	-1.3	-0.5	17.0	0.3
- O=C(c1ccc(-c2ccccc2Cl)s1)N1CCOCC1
    -2.6	-2.0	-1.3	-0.9	-4.6	-28.1	-0.3	-5.8	-12.9	5.0
- Cc1c(-c2ccco2)[n+](=O)c2c(n1[O-])CCCCC2
    3.2	-1.1	2.8	11.5	-0.4	-5.4	-1.5	15.4	5.5	3.2
- Cc1ccc(-c2csc3nc4cc(C(N)=O)ccc4c(=O)n23)cc1
    0.5	-1.2	1.9	-8.7	-4.3	-3.9	-0.5	5.5	-2.5	-11.6
- O=[N+]([O-])c1ccc(Cl)cc1N/N=C/c1ccncc1
    4.1	1.5	-0.2	-9.2	/	4.7	0.3	-4.0	-8.0	-0.4
- Cc1ccc2[nH]c(=O)cc(C(=O)OCC(=O)c3ccccc3)c2c1
    -0.9	2.9	-1.5	-2.4	-3.1	-4.9	-0.1	-3.8	15.7	0.2
- c1ccc(-c2cnc(CN3CCN(c4ccccc4)CC3)o2)cc1
    -2.0	-4.1	-1.1	3.5	-3.9	0.1	1.5	-6.5	-1.8	-4.3
- O=S(=O)(NCCc1ccccn1)c1cccs1
    0.6	0.6	-0.8	-5.8	-2.4	-2.8	-0.3	-0.4	35.7	5.2

2 entries from above in another layout.
Cc1ccccc1NC(=S)NNc1ncc(C(F)(F)F)cc1Cl
  Keap1-Nrf2 PPI: -0.5 | DAGLB inh: 0.2 | LANA DNA inh: -0.8 | PKA-R2B act: 8.1 | CAL PDZ FP-1: / | Rtt109 HAT inh: 12.9 | CAL PDZ FP-2: -0.3 | RTF Ca sens inh: -3.3 | SR-BI DiI-HDL act: 15.7 | RTF Ca sens act: 3.6
COc1ccc2cc(C(=O)N3CCN(Cc4ccc5c(c4)OCO5)CC3)[nH]c2c1
  Keap1-Nrf2 PPI: -1.6 | DAGLB inh: 4.6 | LANA DNA inh: 0.6 | PKA-R2B act: -8.8 | CAL PDZ FP-1: 1.4 | Rtt109 HAT inh: -6.5 | CAL PDZ FP-2: -1.6 | RTF Ca sens inh: 0.7 | SR-BI DiI-HDL act: 8.3 | RTF Ca sens act: 1.6

(list continues)
Order of values: Keap1-Nrf2 PPI	DAGLB inh	LANA DNA inh	PKA-R2B act	CAL PDZ FP-1	Rtt109 HAT inh	CAL PDZ FP-2	RTF Ca sens inh	SR-BI DiI-HDL act	RTF Ca sens act
- CC(C)(C)C1=Nn2c(nnc2-c2n[nH]c3c2CCC3)SC1
    1.0	-2.6	-0.7	-1.2	-2.5	7.3	-2.0	-5.4	-2.2	6.8
- COc1ccc(NC(=O)/C(C#N)=C/c2ccc(Sc3nncn3C)c([N+](=O)[O-])c2)cc1
    0.0	-1.6	0.6	-4.5	-0.7	3.1	-2.3	-4.8	-37.8	2.2
- Cc1ccc(S(=O)(=O)N2CCC(C(=O)NNC(=O)C3CC3)CC2)cc1Cl
    3.2	-1.5	-0.9	7.7	-0.4	-0.3	-3.2	-6.6	-68.5	8.2
- COc1cccc(-c2nc(=S)c3c(o2)CCCC3)c1
    -5.3	-8.0	-0.7	-5.0	/	22.7	0.6	-11.3	-9.4	-2.9

No enrichment for hits; any-hit rate near 1.6%.
